JMJD2A Tudor – JMJD2A Tudor domain (human) inhibition; O75164; AlphaScreen JMJD2A-Tudor / H3K4me3 peptide binding; Potency, µM (series often up to 114 µM), without a hit: top-dose activity change, negative = inhibition, usual class: inhibitors; 390,000 compounds, 4.4% hits; AID 504339; also: % is scaled to controls: 0 for no effect and ±100 for the full control effect; nearly all actives have a fitted effect of over 50% in size
HP1b chromo inh – blocks HP1-beta chromodomain binding to methylated histone tails; AlphaScreen HP1-beta / biotin-H3K9me3 peptide binding; Potency, µM (doses to about 114 µM), for the others: top-dose activity change, negative = inhibition, usual class: inhibitors; 390,000 compounds, 0.56% hits; AID 540317; also: nearly all actives have a fitted effect of over 70% in size; inactives centre near 23
Target sequence (P83916 whole entry, looked up): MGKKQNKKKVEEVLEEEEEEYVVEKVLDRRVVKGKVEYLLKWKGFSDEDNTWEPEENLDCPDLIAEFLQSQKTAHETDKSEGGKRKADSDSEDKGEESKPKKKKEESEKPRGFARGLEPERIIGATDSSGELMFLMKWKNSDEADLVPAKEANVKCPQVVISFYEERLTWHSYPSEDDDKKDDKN
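AlphaScreen: HP1-beta (50 nM) preformed 30 min with biotin-H3(1-18)K9me3 peptide (50 nM) in PBS pH 7.4, 0.01% Tween-20. Compound added for 30 min at RT, then streptavidin donor/nickel chelate acceptor beads (10 ug/mL) for 30 min.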
BAZ2B block – inhibitors of human BAZ2B bromodomain; AlphaScreen BAZ2B-H3K14Ac peptide displacement; 360,000 compounds, 4.4% hits; Potency, µM (highest dose often 114 µM), for the others: at the top dose activity change, negative = inhibition, hits mostly inhibitors; also: % is scaled to controls: 0 for no effect and ±100 for the full control effect; nearly all actives have a fitted effect of over 60% in size
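Multi-concentration screen (max 110 uM) measuring displacement of acetylated histone H3 peptide from BAZ2B by AlphaScreen, using 50 nM protein, 50 nM peptide and 10 ug/mL streptavidin donor plus Ni-chelate acceptor beads.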
Pin1 inh – blocks the human prolyl isomerase Pin1. Pin1 FP peptide displacement, HiFluor488, 10 min. Q13526. Potency, µM (highest dose often 115 µM), for inactives: top-dose activity, negative = inhibition, most hits filed as inhibitors. 390,000 compounds, 0.009% hits; active = well fitted inhibition curve with a large enough effect in the polarisation, with a control signal flat, not every such curve was filed as active; inconclusive = small, poorly fitted or top-dose-only effect, or effect the other way, or a change in a side signal; inactive = no such curve, though single readings can be large or run the other way; the % refers to the polarisation; also: % is scaled to controls: 0 for no effect and ±100 for the full control effect
Target sequence (Q13526 whole entry, looked up): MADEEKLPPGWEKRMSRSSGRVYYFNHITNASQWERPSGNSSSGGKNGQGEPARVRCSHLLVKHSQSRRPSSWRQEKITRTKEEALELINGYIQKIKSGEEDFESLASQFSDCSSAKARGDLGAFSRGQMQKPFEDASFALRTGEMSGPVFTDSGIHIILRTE
PGK inhibitor – blocks T. brucei phosphoglycerate kinase; P07378; PGK/GAPDH coupled, Kinase-Glo luminescence, 60 min; Potency, µM (doses to about 57.5 µM), for the others: at the highest dose activity change, negative = inhibition, hits mostly inhibitors; 380,000 compounds, 0.043% hits; also: % is scaled to controls: 0 for no effect and ±100 for the full control effect; nearly all actives have a fitted effect of over 60% in size
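Luminescent ATP detection (Kinase-Glo Plus) follows a 60-minute room-temperature incubation, with wells lacking PGK as controls. Buffer: 100 mM TEA (pH 7.6), 5 mM MgCl2, 0.01% Tween-20. Coupling enzyme GAPDH (100 nM final) supplies unstable 1,3-BPG in-well.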
Pol iota inh – inhibitors of human DNA polymerase iota | Q9UNA4 | Pol iota fluorescent replication assay, 10 min | Potency, µM (series often up to 115 µM), without a hit: at the highest dose activity, negative = inhibition, actives largely listed as inhibitors | 390,000 compounds, 1% hits
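Pol iota at 10 nM preincubated 15 min with compounds at room temperature; reaction started with fluorescent substrate, 50 nM final. Fluorescence read kinetically at 0 and 10 min; buffer-only wells as negative control.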
G9a inh – G9a (human) methyltransferase inhibition; Q96KQ7; G9a H3K9 monomethylation, AlphaScreen, 2 h; Potency, µM (top dose mostly 102 µM), without a hit: top-dose activity, negative = inhibition, hits mostly inhibitors; 350,000 compounds, 8.8% hits; AID 504332; also: % is scaled to controls: 0 for no effect and ±100 for the full control effect; nearly all actives have a fitted effect of over 75% in size
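Step 1: enzyme (final 20 nM) with compound, 15 min RT. Step 2: substrate peptide 500 nM and SAM 20 uM, 2 h RT. Step 3: anti-H3K9me1 antibody and AlphaScreen beads, 10 min, then plate read.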
GLS inhibitor – blocks human kidney-isoform glutaminase activity. O94925. Potency, µM (top dose mostly 45.5 µM), inactives show at the top dose activity change, negative = inhibition, usual class: inhibitors. AID 624170. 410,000 compounds, 0.21% hits. GLS enzymatic activity, qHTS titration; also: % is scaled to controls: 0 for no effect and ±100 for the full control effect
Target sequence (O94925 whole entry, looked up, canonical isoform): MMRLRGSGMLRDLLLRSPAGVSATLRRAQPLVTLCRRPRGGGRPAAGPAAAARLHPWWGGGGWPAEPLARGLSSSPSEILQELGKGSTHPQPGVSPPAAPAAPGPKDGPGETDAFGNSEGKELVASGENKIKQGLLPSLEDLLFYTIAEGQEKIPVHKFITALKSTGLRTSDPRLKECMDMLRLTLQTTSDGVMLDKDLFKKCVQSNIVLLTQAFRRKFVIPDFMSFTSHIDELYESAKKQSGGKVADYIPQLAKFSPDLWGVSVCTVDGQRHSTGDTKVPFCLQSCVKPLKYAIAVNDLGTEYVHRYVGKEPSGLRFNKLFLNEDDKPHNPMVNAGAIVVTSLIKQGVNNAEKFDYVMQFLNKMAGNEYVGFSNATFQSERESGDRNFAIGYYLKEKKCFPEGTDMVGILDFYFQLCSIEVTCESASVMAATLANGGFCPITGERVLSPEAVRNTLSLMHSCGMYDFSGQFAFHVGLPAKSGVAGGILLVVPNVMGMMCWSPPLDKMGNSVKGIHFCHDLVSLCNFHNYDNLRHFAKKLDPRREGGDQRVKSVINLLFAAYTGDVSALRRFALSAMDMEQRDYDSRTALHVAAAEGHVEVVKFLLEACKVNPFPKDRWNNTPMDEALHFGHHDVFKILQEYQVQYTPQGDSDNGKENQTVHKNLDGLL
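Two-point fluorescence kinetic (t0, 30 min RT) for hKGA; glutamate detected via glutamate oxidase–HRP–Amplex Red. Substrate: 1 mM L-glutamine solution; buffer 45 mM KH2PO4, pH 8.2.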
BLM inh – blocks DNA unwinding by human BLM helicase; AID 2528; 350,000 compounds, 0.2% hits; Potency, µM (top dose mostly 56.1 µM), for the others: at the highest dose activity change, negative = inhibition, usual class: inhibitors; recombinant BLM DNA unwinding, fluorescence dequenching; P54132;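 also: plate controls were vehicle for no effect and no enzyme for full effect; nearly all actives have a fitted effect of over 35% in size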
An asterisk follows results filed as active; i = inactive; ? = inconclusive; / = not tested or not shown; [ ] = remark or other dose. Unless noted, calls follow the shape of the dose curve; as a rule, active = well fitted curve in the direction sought with a large enough effect; inconclusive = small, poorly fitted or top-dose-only effect, or another doubt; inactive = no such curve, though single readings can be large; an effect the other way counts as inactive or inconclusive. Potency is read from the fitted curve at half-maximal effect. An excerpt, so the mix of outcomes need not match the whole.

No. | JMJD2A Tudor | HP1b chromo inh | BAZ2B block | Pin1 inh | PGK inhibitor | Pol iota inh | G9a inh | GLS inhibitor | BLM inh | smiles
1 | 2% | 43%[activator] | ? | -2% | i | 17% | -14% | -5% | -5% | CCn1nnnc1NCc1ccc(OCc2c(F)cccc2Cl)c(OC)c1
2 | ? | -32% | ? | ? | -3% | -12% | ? | 0% | -5% | CSCC[C@H](NC(=O)C1CCN(S(=O)(=O)c2ccc(C)cc2)CC1)C(=O)NCc1ccco1
3 | -10% | 26% | 0% | 43%[activator] | -2% | 30% | -50%[2.33 µM] | -3% | / | COc1ccc2oc(C(=O)OCC(=O)N(C)c3c(N)n(Cc4ccccc4)c(=O)[nH]c3=O)c(C)c2c1
4 | -3% | 26% | 1% | -7% | -6% | 11% | -12%[59 µM] | -3% | -5% | O=C(CCCCn1c(=O)c2ccccc2n(CC(=O)Nc2ccc(F)cc2F)c1=O)NCCc1ccccc1
5 | -29% | 0% | -8% | -1% | -3% | 16% | 5%[59 µM] | 1% | -4% | O=C(NCCOc1cccc(Oc2ccccc2)c1)c1cc(-n2cnnc2)ccc1Cl
6 | -1% | 29% | 5% | 1% | -3% | -28% | 11%[2.33 µM] | -8% | / | CC(=O)O[C@@]1(C)C[C@@H](O)[C@]2(O)C=CO[C@@H](O[C@@H]3O[C@H](CO)[C@@H](O)[C@H](O)[C@H]3O)[C@@H]21
7 | -11% | 33% | 5% | -8% | -4% | 28% | -10%[2.33 µM] | 6% | / | COc1cc([C@@H]2CC=C(C(=O)O)CN2S(=O)(=O)c2ccc(C)cc2)cc(OC)c1OC
8 | -21% | -3% | -19% | 2% | -6% | 185%[activator] | 45µM* | -7% | 1% | Cc1ccc(NC(=S)Nc2cccc(S(=O)(=O)Nc3c(C)n(C)n(-c4ccccc4)c3=O)c2)cc1
9 | -5% | 6% | -2% | -4% | -5% | 4% | / | 4% | -7% | COC(=O)c1cc(NC(=O)CN(C)Cc2ccccc2)cc(C(=O)OC)c1
10 | 13µM* | 50µM* | 13µM* | ? | 10% | ? | ? | 11µM* | -9% | Cc1ccn2c(Nc3ccc4c(c3)OCO4)c(-c3ccccn3)nc2c1
11 | -19% | 13% | -16% | -4% | i | 23% | -13%[2.33 µM] | 15% | 3% | Cc1cc2oc(=O)cc(Cn3ccnc3)c2cc1O
12 | 5% | 27% | -2% | -3% | 4% | 14% | -5%[59 µM] | / | -10% | C=CCC(c1ccccc1F)N(CCN1CCOCC1)C(=O)Nc1cccc(Cl)c1 (stereo unspecified)
13 | -7% | 21% | ? | -2% | -1% | 1% | -10% | 9% | 1% | CCOC(=O)c1c(N)sc(C(=O)N2CCCC2)c1C
14 | 36%[activator] | 59%[activator] | 28% | -3% | -7% | ? | 25% | 4% | 0% | Fc1cccc2sc(N3CCCCC3)nc12
15 | -14% | 5% | 6% | -7% | -3% | -3% | -28%[59 µM] | 3% | -2% | Cc1cc(C)n(-c2nc3c(c(=O)n(C)c(=O)n3C)n2C)n1
16 | -6% | 20% | 50µM* | 5% | ? | -7% | / | -13% | -30% | O=C(NC(=S)NCCC1=CCCCC1)c1ccccc1Br
17 | -6% | 16% | 6%[57.1 µM] | -8% | i | 26% | 0%[59 µM] | 0% | 4% | CCOC(=O)c1c(C)oc2ncnc(Nc3ccc(OCC)cc3)c12
18 | 4% | 25% | 2% | 0% | -1% | 19% | ? | 39%[activator] | -1% | Cc1onc(-c2ccccc2)c1C(=O)Nc1ccc(N2CCOCC2)cc1
19 | -20% | 31% | -6% | 11% | / | 3% | 6%[59 µM] | 6% | 2% | CCOC(=O)c1ccccc1NC(=O)Cn1nnc2sc3c(c2c1=O)CCCC3
20 | 1% | 53%[activator] | -7% | -11% | i | 25% | 0%[0.501 µM] | -1% | / | CCCCOc1ccc(C(=O)N2CCN(c3ccc(N4CCOCC4)nn3)CC2)cc1
21 | -21% | 12% | -4% | 1% | -6% | 9% | ? | -2% | -1% | COC1(c2ccccc2)NC(=S)NN=C1c1ccccc1 (stereo unspecified)
22 | 82%[activator] | 121%[activator] | 54%[activator] | -2% | -4% | 39%[activator] | 28%[59 µM] | -4% | -12% | CCC(C(=O)Nc1ccsc1C(=O)OC)c1ccccc1 (stereo unspecified)
23 | -1% | 38% | -10% | -1% | -1% | 5% | 1% | 11% | -2% | COc1cc(C2CC(=O)C3=C(C2)Nc2ncnn2C3c2cccs2)cc(OC)c1OC (stereo unspecified)
24 | 10% | 6% | -15% | 53%[activator] | i | 29% | ? | -21% | -11% | O=C(NCc1ccc(Cl)cc1)c1ccc2c(c1)NC(=O)C(CS(=O)(=O)Cc1ccccc1Cl)N2 (stereo unspecified)
25 | -5% | 36% | 7%[57.1 µM] | 9% | -4% | -3% | 1%[59 µM] | -8% | -4% | CCc1cccc(NC(=O)C2CCCN(c3ncnc4onc(-c5ccc(F)cc5)c34)C2)c1 (stereo unspecified)
26 | 2% | 50%[activator] | 0% | -9% | -5% | 24% | 11%[59 µM] | 1% | -1% | CCN(CC)S(=O)(=O)c1cc(-c2onc(C)c2C)ccc1OC
27 | 4% | 24% | 13% | -4% | -17% | 16% | 0%[59 µM] | 6% | 2% | O=C(COc1ccccc1)N/N=C/c1ccc(O[C@@H]2O[C@H](CO)[C@@H](O)[C@H](O)[C@H]2O)cc1
28 | -3% | 36%[activator] | -32% | -1% | i | -2% | 10% | -7% | -11% | COc1ccc(CN2CCOCC2)cc1OC
29 | -6% | 22% | 36%[activator] | 7% | -3% | 6% | 7% | -2% | 3% | CCCCCC(=O)Nc1c(-c2cccs2)c(=O)c2ccccc2n1C
30 | -26% | -13% | -11% | -3% | i | 31%[activator] | -9%[59 µM] | 8% | 31%[activator] | Cc1ccc2nc(N(CCCN(C)C)C(=O)c3cc4ccccc4oc3=O)sc2c1

(continued)
No. | JMJD2A Tudor | HP1b chromo inh | BAZ2B block | Pin1 inh | PGK inhibitor | Pol iota inh | G9a inh | GLS inhibitor | BLM inh | smiles
31 | -8% | 36% | 7% | 7% | -1% | -3% | 2%[59 µM] | 4% | -9% | COc1ccc(C(=O)NC(Nc2ccccc2)C(Cl)(Cl)Cl)cc1 (stereo unspecified)
32 | -9% | 25% | 1% | 0% | -8% | 34%[activator] | -2% | -1% | / | COc1ccc(CCNC(=O)COC(=O)c2ccc(OC)cc2OC)cc1
33 | 5% | 17% | 5% | -1% | -7% | -12% | -8%[59 µM] | -2% | -1% | COc1ccc(C(CC(=O)N2CCOCC2)C(C)C)cc1 (stereo unspecified)
34 | 4% | 52% | 1% | 4% | i | -6% | -1%[59 µM] | 0% | 4% | O=C(O)C1CC=CCC1C(=O)NCc1ccc2c(c1)OCO2 (stereo unspecified)
35 | -25% | 17% | -37% | -11% | 2% | 19% | -44%[59 µM] | 11% | -2% | Cc1ccc(NCC(=O)N/N=C/c2cc3ccccc3nc2Cl)cc1
36 | -20% | 10% | -27% | -9% | 7% | 122%[activator] | 3% | 1% | -1% | C/C(=N\NC(=O)c1ccc(-c2ccccc2)cc1)c1cccc(N)c1
37 | 1% | 15% | 10% | -1% | -10% | 52%[activator] | -42% | 0% | -1% | NCCCCCc1nnc(SCC(N)=O)o1
38 | -13% | 25% | / | -3% | 3% | 4% | / | 2% | / | CC[C@@H](NC(=O)Cn1cc(C)c(=O)[nH]c1=O)c1ccccc1
39 | 1% | 15% | ? | -9% | i | 51%[activator] | 4% | -11% | -2% | CCCn1c(SCC(=O)NC2CC2)nnc1-c1ccccn1
40 | 28µM* | ? | 7.1µM* | 13% | -14% | -13% | ? | 18% | -4% | CCSC1=NC(=O)/C(=C2/C=Cc3ccccc3N2CC)S1
41 | -34% | 7% | -5% | 12% | -8% | 5% | -29%[2.33 µM] | -4% | / | O=S(=O)(Nc1ccc(-c2ccc(N3CCOCC3)nn2)cc1)c1cc(Cl)ccc1Cl
42 | -18% | -4% | -1% | -1% | -2% | 12% | 8%[59 µM] | -4% | -1% | Cc1cc(C)cc(NC(=O)C2CCCN2S(=O)(=O)c2ccc3c(c2)CCCC(=O)N3)c1 (stereo unspecified)
43 | -14% | 28% | -23% | 0% | i | 19% | -7% | 2% | -4% | COC(=O)Cc1ccc(NC(=S)NCc2ccccc2OC)cc1

By substructure: the entries above with a Cl atom.
No. | JMJD2A Tudor | HP1b chromo inh | BAZ2B block | Pin1 inh | PGK inhibitor | Pol iota inh | G9a inh | GLS inhibitor | BLM inh | smiles
1 | 2% | 43%[activator] | ? | -2% | i | 17% | -14% | -5% | -5% | CCn1nnnc1NCc1ccc(OCc2c(F)cccc2Cl)c(OC)c1
5 | -29% | 0% | -8% | -1% | -3% | 16% | 5%[59 µM] | 1% | -4% | O=C(NCCOc1cccc(Oc2ccccc2)c1)c1cc(-n2cnnc2)ccc1Cl
12 | 5% | 27% | -2% | -3% | 4% | 14% | -5%[59 µM] | / | -10% | C=CCC(c1ccccc1F)N(CCN1CCOCC1)C(=O)Nc1cccc(Cl)c1 (stereo unspecified)
24 | 10% | 6% | -15% | 53%[activator] | i | 29% | ? | -21% | -11% | O=C(NCc1ccc(Cl)cc1)c1ccc2c(c1)NC(=O)C(CS(=O)(=O)Cc1ccccc1Cl)N2 (stereo unspecified)
31 | -8% | 36% | 7% | 7% | -1% | -3% | 2%[59 µM] | 4% | -9% | COc1ccc(C(=O)NC(Nc2ccccc2)C(Cl)(Cl)Cl)cc1 (stereo unspecified)
35 | -25% | 17% | -37% | -11% | 2% | 19% | -44%[59 µM] | 11% | -2% | Cc1ccc(NCC(=O)N/N=C/c2cc3ccccc3nc2Cl)cc1
41 | -34% | 7% | -5% | 12% | -8% | 5% | -29%[2.33 µM] | -4% | / | O=S(=O)(Nc1ccc(-c2ccc(N3CCOCC3)nn2)cc1)c1cc(Cl)ccc1Cl

Screening data: PubChem, National Center for Advancing Translational Sciences (NCATS)
